Tb PFK block = blocks T. brucei phosphofructokinase | Potency, µM (titrated, usually from 57.5 µM), without a hit: at the highest dose activity, negative = inhibition, usual class: inhibitors | O15648 | T. brucei PFK, ADP-Glo luminescence | 330,000 compounds, 0.17% hits;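 also: potency is read from the fitted curve at half-maximal effect; 0% = uninhibited 1x PFK enzyme wells and -100% = no-enzyme wells; nearly all actives have a fitted effect of over 60% in size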
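1.25 nM PFK with 0.5 mM F6P and 0.1 mM ATP in 0.1 M TEA pH 8.0, 5 mM MgCl2, incubated 45 min at room temperature; ADP measured by ADP-Glo luminescence; compounds titrated up to 57 uM.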
Eya2 phos inh = Eya2 (human) phosphatase inhibition | 330,000 compounds, 0.006% hits | recombinant Eya2, OMFP fluorescence dephosphorylation (OMFP is methylfluorescein phosphate) | AID 488837 | Potency, µM (doses to about 76.9 µM), without a hit: at the highest dose activity, negative = inhibition, actives largely listed as inhibitors | O00167; also: potency is read from the fitted curve at half-maximal effect; % is scaled to controls: 0 for no effect and ±100 for the full control effect
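Eya2 protein (added as 0.2 uM solution) was preincubated with compound for 10 min at ambient temperature in 50 mM HEPES pH 7.5, 50 mM NaCl, 5 uM MgCl2, 0.05% BSA, 1 mM DTT. OMFP (added at 50 uM) then reacted 10 min; fluorescence read at 485/525 nm.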
USP2a inh = inhibitors of human ubiquitin-specific protease USP2a; USP2 core, Ub-CHOP2 coupled fluorogenic reporter, 485/531; Potency, µM (top dose mostly 38.3 µM), for the others: top-dose activity change, negative = inhibition, most hits filed as inhibitors; 330,000 compounds, 0.01% hits; AID 463254;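 also: potency is read from the fitted curve at half-maximal effect; plate controls were DMSO wells for no effect and full inhibition by NEM control for full effect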
Target sequence (O75604 whole entry, looked up): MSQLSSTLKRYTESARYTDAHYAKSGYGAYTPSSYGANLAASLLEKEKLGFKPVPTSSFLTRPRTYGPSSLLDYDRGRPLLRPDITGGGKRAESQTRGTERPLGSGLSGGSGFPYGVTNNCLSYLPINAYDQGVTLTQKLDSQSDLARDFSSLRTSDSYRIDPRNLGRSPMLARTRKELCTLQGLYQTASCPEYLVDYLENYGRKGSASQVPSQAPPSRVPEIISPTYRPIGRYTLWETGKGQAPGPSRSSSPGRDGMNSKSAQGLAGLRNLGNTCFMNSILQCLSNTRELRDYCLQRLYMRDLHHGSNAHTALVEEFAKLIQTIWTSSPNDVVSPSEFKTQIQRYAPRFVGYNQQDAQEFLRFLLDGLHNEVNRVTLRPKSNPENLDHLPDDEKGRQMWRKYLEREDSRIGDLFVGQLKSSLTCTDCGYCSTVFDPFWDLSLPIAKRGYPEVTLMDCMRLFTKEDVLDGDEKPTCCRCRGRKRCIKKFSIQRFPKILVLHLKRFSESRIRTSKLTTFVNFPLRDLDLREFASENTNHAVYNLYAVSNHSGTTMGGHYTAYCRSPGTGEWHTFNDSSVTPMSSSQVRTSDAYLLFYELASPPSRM
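USP2 core (10nM final) preincubated 30min RT with compound in 20mM Tris-HCl pH 8.0, 2mM CaCl2, 2mM beta-mercaptoethanol, 0.05% CHAPS; 25nM Ub-CHOP2 plus 25nM reporter substrate added, fluorescence (Ex485/Em531) read after 60min.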
Mito fusion yeast = inhibitors of mitochondrial division or activators of mitochondrial fusion | 320,000 compounds, 0.23% hits | S. cerevisiae fusion-defective mutant growth rescue, CellTiterGlo 48 h | Potency, µM (highest dose often 46.1 µM), for the others: at the highest dose growth rescue (activation), actives largely listed as activators;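 also: potency is read from the fitted curve at half-maximal effect; % of control where 0% means no effect; nearly all actives have a fitted effect of over 45% in size; temperature-sensitive fusion mutants such as fzo1-1 at 37 °C on non-fermentable ethanol glycerol medium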
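Compounds are tested for their ability to restore growth of mitochondrial fusion-defective yeast strains at non-permissive 37C in YPEG medium over 48 hours. Viability is quantified by luciferase luminescence.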
TSHR antagonist = antagonists of human thyroid stimulating hormone receptor; P16473; activity change, negative = inhibition, % at 11.5 µM; TSHR-expressing cells, TSH-stimulated cAMP HTRF, 2 h; hits give low values; 330,000 compounds, 0.2% hits;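 active = activity change below a set negative limit, meaning inhibition stronger than a set level, cut at about -70% in these data; inconclusive = activity change between two set negative limits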; also: % is scaled to controls: 0 for no effect and ±100 for the full control effect
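Inhibition of cAMP made by TSHR-expressing cells under TSH stimulation (4nM final, EC80; 2 h, 37 deg C) is quantified with a one-step lysis HTRF kit, anti-cAMP cryptate versus cAMP-d2.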
TSG101-PTAP inh = blocks PTAP/TSG101 interaction to inhibit HIV-1 budding; Q99816; Fluorescence polarization, FITC-PTAP peptide / Tsg101 binding; Potency, µM (series often up to 115 µM), for inactives: top-dose activity change, negative = inhibition, actives largely listed as inhibitors; 340,000 tested, under 10 active; active = well fitted inhibition curve with a large enough effect in the main read-out, with a control signal flat, not every such curve was filed as active; inconclusive = small, poorly fitted or top-dose-only effect, or effect the other way, or a change in a side signal; inactive = no such curve, though single readings can be large or run the other way; also: potency is read from the fitted curve at half-maximal effect; % of control where 0% means no effect
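Steps: Tsg101 binding domain dispensed (10 uM final), compounds pinned in DMSO, FITC-labeled PTAP-motif peptide added (50 nM final); after 20 min binding at room temperature, polarization measured.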
TCR act = activators of T cell receptors. AID 504894. primary human leukocytes, anti-CD3, IL-2 HTRF, 48 h. Potency, µM (series often up to 9.22 µM), for the others: top-dose activation of IL-2 secretion, hits mostly activators. 330,000 tested, under 10 active; also: % of control where 0% means no effect
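Primary human leukocytes receive a-CD3 beads and test compound and are incubated 48 hr. Secreted IL-2 is then assayed by HTRF, measuring 665nm acceptor emission after 320nm excitation of the europium donor.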
ELG1 repair inh = inhibitors of ELG1-dependent DNA repair in HEK293T cells; HEK293T ELG1-luciferase reporter, luminescence, 16 h; DNA damage induced by 5-fluorouridine; 330,000 compounds, 2.3% hits; Potency, µM (doses to about 46.1 µM), for inactives: top-dose activity change, negative = inhibition, actives largely listed as inhibitors; AID 504467; also: potency is read from the fitted curve at half-maximal effect; % is scaled to controls: 0 for no effect and ±100 for the full control effect; nearly all actives have a fitted effect of over 55% in size
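Quantitative HTS, concentration-response format. 2,000 cells/well co-treated with 5-fluorouridine and compound, 16 hr in 5% CO2 at 37 °C; ONE-Glo luminescence read after 30 min.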
Chronic BCR inh = inhibitors of chronic active B-cell receptor signaling. AID 493014. ABC-DLBCL IkBa-CBG/CBR reporter, luminescence ratio, 4 h. Potency, µM (titrated, usually from 46.1 µM), without a hit: at the highest dose ratio change, negative = lower green/red ratio, hits mostly inhibitors. 340,000 compounds, 0.05% hits; active = well fitted inhibition curve with a large enough effect in the signal ratio, with a control signal flat, not every such curve was filed as active; inconclusive = small, poorly fitted or top-dose-only effect, or effect the other way, or a change in a side signal; the % refers to the signal ratio;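 also: potency is read from the fitted curve at half-maximal effect; plate controls were basal doxycycline-induced cells for no effect and cells given 10 µM MG132 for full effect; MG132 reads +100%, hits lower the ratio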
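TMD8 human ABC-DLBCL cells with doxycycline-inducible IκBα–green luciferase fusion and unfused red luciferase, in 0.5% FBS medium; compounds up to 46 uM, 4 h at 37C. Green/red luminescence ratio, filter-overlap corrected, fitted to concentration-response curves.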
uPA surface inh = blocks generation of uPA at the cell surface; Potency, µM (highest dose often 38.3 µM), inactives show at the top dose activity change, negative = inhibition, most hits filed as inhibitors; AID 540303; cell surface uPA generation assay, qHTS; 330,000 compounds, 0.31% hits; active = well fitted inhibition curve with a large enough effect; inconclusive = small, poorly fitted or top-dose-only effect; inactive = no such curve, though single readings can be large or run the other way; tested in mouse RAW 264.7 cells; also: potency is read from the fitted curve at half-maximal effect; % is scaled to controls: 0 for no effect and ±100 for the full control effect; nearly all actives have a fitted effect of over 55% in size
B2AR arrestin = recruits beta-arrestin to the human beta2-adrenergic receptor; Potency, µM (titrated, usually from 46.1 µM), for inactives: at the highest dose activation, hits mostly activators; 330,000 compounds, 0.02% hits; beta-arrestin recruitment to beta2AR, cell-based reporter; AID 492947; P07550;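 also: potency is read from the fitted curve at half-maximal effect; 0% = DMSO controls and full agonism = EC100 isoproterenol or metaproterenol; nearly all actives have a fitted effect of over 65% in size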
The depositor's hits bear a star; ? = inconclusive; nt = not tested or not shown; [ ] = dose if it differs, or a comment. Unless noted, calls follow the shape of the dose curve; as a rule, active = well fitted curve in the direction sought with a large enough effect; inconclusive = small, poorly fitted or top-dose-only effect, or another doubt; inactive = no such curve, though single readings can be large; an effect the other way counts as inactive or inconclusive. Hits appear at their usual frequency. Share with any hit: about 3%.

Molecule | Tb PFK block | Eya2 phos inh | USP2a inh | Mito fusion yeast | TSHR antagonist | TSG101-PTAP inh | TCR act | ELG1 repair inh | Chronic BCR inh | uPA surface inh | B2AR arrestin
COc1ccc(C2CC(C)=C(C#N)S(=O)(=O)C2C#N)cc1 (configuration not stated) | -10% | 8% | 2% | 1% | -4 | 0% | 19% | 7% | ? | -4% | -0.6%
COc1ccccc1C(=O)NCC(=O)N/N=C(\C)Cc1ccccc1 | 4% | -7% | 1% | -4% | 13 | -3% | 0% | ? | -8% | -2% | 0.1%
COC(CNC(=O)c1ccc(CS(=O)(=O)c2c(Cl)cccc2Cl)o1)OC | -4% | 0% | 1% | -1% | -2 | 1% | 4% | 1% | 0% | -1% | -0.9%
CN(CCN1CCOCC1)Cc1nc(-c2cccs2)no1 | -2% | 4% | 0% | 0% | -1 | -4% | 3% | 24% | ? | 2% | -0.6%
Cc1ccc(NC(=O)COc2coc(CN3CCc4ccccc4C3)cc2=O)cc1Cl | 0% | 4% | 1% | 3% | -13 | 3% | 0% | 5% | -2% | -9% | -0.3%
Cc1ccc(S(=O)(=O)N2CCN(Cc3nc4sc5c(c4c(=O)[nH]3)CCCC5)CC2)cc1 | 0% | -1% | 0% | 0% | 3 | 17% | -2%[46.1 µM] | ? | -2% | 11% | 2.1%
CC(C)(C)C(=O)CSc1nc2ccccc2o1 | 30% | -8% | 3% | 9% | -9 | 2% | 3% | ? | ? | 3% | 0.0%
CCCn1c(SCC(=O)NC(C)(C)C)nnc1C(C)C | 7% | 5% | 3% | 1% | 2 | -1% | -11% | 2% | 5% | 0% | -0.2%
COc1cc(CC(=O)OCC(=O)NC(C)c2ccccc2)cc(OC)c1OC (configuration not stated) | 0% | 5% | -1% | nt | 7 | -2% | -14% | 0% | ? | -1% | 0.0%
CCCOC1CCCN(C(=O)c2cc(Cl)c(Cl)cc2C(=O)O)C1 (configuration not stated) | 2% | 35% | -4% | 2% | 4 | -8% | 8% | 0% | 4% | 3% | -0.9%
Cc1ccc2c(c1)cc1c(=O)n(CC(=O)NCCCc3ccccc3)nc(C)n12 | -4% | -6% | 3% | 7% | 29 | -5% | -3% | 0% | 2% | 0% | 0.3%
c1ccc(CCCCN2CCN=C2Nc2ccccc2)cc1 | -2% | 5% | 1% | -1% | 2 | -4% | -8% | -6% | -6% | -20% | -0.1%
CC1CCCC(NC(=O)COC(=O)COc2ccc(C#N)cc2)C1C (configuration not stated) | 1% | -2% | -1% | nt | -17 | -3% | -1% | ? | 2% | -2% | 0.0%
CCN(c1ccc(C)cc1C)S(=O)(=O)c1nnc(NC(=O)C(C)(C)C)s1 | 3% | -12% | 1% | -12% | -8 | -1% | 0% | -3% | -6% | -3% | -0.1%
O=c1[nH]c2cc3ccccc3cc2nc1C(F)(F)F | -3% | -17% | 2% | 8% | -2 | -3% | 0% | -13% | 11% | -2% | -0.4%
COc1cccc2c3c(c(=O)[nH]c12)CCC(C)(C)O3 | -4% | 2% | 2% | 6% | 5 | -3% | -17% | ? | -2% | -4% | -0.2%

Individual results from the list:
Value for Cc1ccc2c(c1)cc1c(=O)n(CC(=O)NCCCc3ccccc3)nc(C)n12 under uPA surface inh: 0%
Value for Cc1ccc(NC(=O)COc2coc(CN3CCc4ccccc4C3)cc2=O)cc1Cl under TCR act: 0%

Already shown: an excerpt of the list.
Molecule | Tb PFK block | Eya2 phos inh | USP2a inh | Mito fusion yeast | TSHR antagonist | TSG101-PTAP inh | TCR act | ELG1 repair inh | Chronic BCR inh | uPA surface inh | B2AR arrestin
COc1ccc(C2CC(C)=C(C#N)S(=O)(=O)C2C#N)cc1 (configuration not stated) | -10% | 8% | 2% | 1% | -4 | 0% | 19% | 7% | ? | -4% | -0.6%
COc1ccccc1C(=O)NCC(=O)N/N=C(\C)Cc1ccccc1 | 4% | -7% | 1% | -4% | 13 | -3% | 0% | ? | -8% | -2% | 0.1%
COC(CNC(=O)c1ccc(CS(=O)(=O)c2c(Cl)cccc2Cl)o1)OC | -4% | 0% | 1% | -1% | -2 | 1% | 4% | 1% | 0% | -1% | -0.9%
CN(CCN1CCOCC1)Cc1nc(-c2cccs2)no1 | -2% | 4% | 0% | 0% | -1 | -4% | 3% | 24% | ? | 2% | -0.6%
Cc1ccc(NC(=O)COc2coc(CN3CCc4ccccc4C3)cc2=O)cc1Cl | 0% | 4% | 1% | 3% | -13 | 3% | 0% | 5% | -2% | -9% | -0.3%
Cc1ccc(S(=O)(=O)N2CCN(Cc3nc4sc5c(c4c(=O)[nH]3)CCCC5)CC2)cc1 | 0% | -1% | 0% | 0% | 3 | 17% | -2%[46.1 µM] | ? | -2% | 11% | 2.1%
CC(C)(C)C(=O)CSc1nc2ccccc2o1 | 30% | -8% | 3% | 9% | -9 | 2% | 3% | ? | ? | 3% | 0.0%
CCCn1c(SCC(=O)NC(C)(C)C)nnc1C(C)C | 7% | 5% | 3% | 1% | 2 | -1% | -11% | 2% | 5% | 0% | -0.2%
COc1cc(CC(=O)OCC(=O)NC(C)c2ccccc2)cc(OC)c1OC (configuration not stated) | 0% | 5% | -1% | nt | 7 | -2% | -14% | 0% | ? | -1% | 0.0%
CCCOC1CCCN(C(=O)c2cc(Cl)c(Cl)cc2C(=O)O)C1 (configuration not stated) | 2% | 35% | -4% | 2% | 4 | -8% | 8% | 0% | 4% | 3% | -0.9%
Cc1ccc2c(c1)cc1c(=O)n(CC(=O)NCCCc3ccccc3)nc(C)n12 | -4% | -6% | 3% | 7% | 29 | -5% | -3% | 0% | 2% | 0% | 0.3%
